Compound activity as filed in PubChem.
TbPYK inhibitor – inhibitors of Trypanosoma brucei pyruvate kinase | Q57TT1 | TbPYK enzyme, Kinase-Glo Plus ATP luminescence, 45 min | Potency, µM (titrated, usually from 76.8 µM), inactives show top-dose activity, negative = inhibition, hits mostly inhibitors | hit rate 0.12% among 410,000 | AID 624173; further: nearly all actives have a fitted effect of over 50% in size
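Assay buffer: 50 mM TEA pH 7.2, 100 mM KCl, 10 mM MgCl2, 0.05% BSA, 0.01% Tween-20. Pyruvate kinase from T. brucei plus substrate met compound, then ADP (130 uM final). Luminescence was read post 45 min RT.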
Pf growth 48h – P. falciparum growth inhibition at 48 hours (one generation); hit rate 5.9% among 310,000; P. falciparum luciferase growth in erythrocytes, 48 h; Potency, µM (titrated, usually from 28.7 µM), for the others: at the highest dose activity change, negative = inhibition, usual class: inhibitors
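Erythrocytes infected with P. falciparum carrying an integrated firefly luciferase reporter (2% hematocrit, 0.1% parasitemia final) were exposed to compounds in RPMI 1640 with 0.5% Albumax at 37 C, 5% CO2. Growth inhibition was scored as reduced luminescence.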
AMA1-RON2 inh – inhibitors of Plasmodium falciparum AMA1-RON2 interaction; AlphaScreen AMA1-biotinylated RON2 peptide binding; Potency, µM (series often up to 58.2 µM), inactives show at the top dose activity change, negative = inhibition, hits mostly inhibitors; hit rate 0.2% among 360,000; AID 720542;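 further: 0% = vehicle wells and -100% = peptide control; nearly all actives have a fitted effect of over 45% in size; some results filed as inactive show a strong effect at the top dose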
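AMA1 (3D7) with his tag at 25 nM final met compounds first, then biotinylated RON2 peptide at 25 nM; detection used donor plus acceptor beads, 10 µg/mL apiece, read by AlphaScreen after 30 min at room temperature.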
Pf growth 96h – P. falciparum growth inhibition at 96 hour, primary screen for plastid delayed-death inhibitors. hit rate 6.9% among 320,000. Potency, µM (top dose mostly 28.7 µM), inactives show top-dose activity change, negative = inhibition, hits mostly inhibitors. P. falciparum luciferase reporter growth, 96 h
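Erythrocytes infected with luciferase-expressing P. falciparum were dispensed at 2% hematocrit and 0.05% parasitemia (final), then incubated with compounds 96 hours at 37 C in 5% CO2. Luminescence after detection reagent addition reported growth.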
* hit, by the source's call; ? = inconclusive; . = not tested or not shown; [ ] = dose if it differs, or a comment. The call rests on the fitted dose curve; in most records, active means well fitted curve in the direction sought with a large enough effect; inconclusive means small, poorly fitted or top-dose-only effect, or another doubt; inactive means no such curve, though single readings can be large; an effect the other way counts as inactive or inconclusive. Unless noted, on the % scale 0 is the no-effect control and ±100 the full control effect; potency means the concentration at half of the fitted maximal effect. Some of the compounds tested; the hit share may differ from the screen's.

(1) CC(C)(C)NC(=O)C(CCc1ccccc1)n1c(=O)c(-c2ccccc2)nc2ccccc21 (stereo not given)
(2) CCC(C(=O)NC(C)(C)C)n1c(-c2cccc(NC(C)=O)c2)nc2ccccc21 (stereo not given)
(3) COC(=O)C[C@@H]1C=C[C@@H](NC(=O)c2ccc3c(c2)OCO3)[C@@H](CO)O1
(4) COCCN1C(=O)CN(S(C)(=O)=O)CC1(C)C(=O)Nc1ccc2c(c1)OCCO2 (stereo not given)
(5) CC1(C(=O)Nc2ccc3c(c2)OCCO3)CN(S(C)(=O)=O)CC(=O)N1CCc1ccc(O)cc1 (stereo not given)
(6) Cc1ccc(-c2cccc(=O)o2)cc1
(7) Cc1ccc(N2CCN(C(=O)C(=O)c3ccc(F)c(F)c3)CC2)cc1
(8) Cc1ccc(S(=O)(=O)N2[C@H](CC(=O)c3ccc(F)cc3)OC[C@@H]2C)cc1

Screen / compound no. | 1 | 2 | 3 | 4 | 5 | 6 | 7 | 8
Pf growth 96h | . | . | . | . | . | . | . | .
Pf growth 48h | . | . | . | . | . | . | . | .
TbPYK inhibitor | . | . | . | . | . | . | . | .
AMA1-RON2 inh | 26% | 2% | 6% | 0% | 3% | -4% | 5% | 3%

(9) CCOC(=O)[C@]12CCCC=C1N(CCc1ccc(OC)c(OC)c1)C(=O)[C@H](CC(=O)N1CCCCC1)C2
(10) CN(Cc1ccc(Cl)c(Cl)c1)C(C(=O)NCc1ccccc1)c1ccc(C(F)(F)F)cc1 (stereo not given)
(11) O=C(NCc1ccccc1)C(C1CC1)n1c(-c2cccs2)nc2ccccc21 (stereo not given)
(12) COC(=O)[C@@]12C[C@@H](CC(=O)NCc3ccc(OC)c(OC)c3)C(=O)N(Cc3ccccc3)C1=CCC(C)(C)C2
(13) O=C(C[C@H]1CC[C@H]2[C@@H](COC[C@H](O)CN2Cc2ccccc2)O1)NCCCN1CCOCC1
(14) O=C(C(=O)N1CCN(C(=O)OCc2ccccc2)CC1)c1cccs1
(15) COc1ccc(CNC(=O)C[C@@H]2CC[C@@H](NS(=O)(=O)c3cccc(OC)c3)[C@@H](CO)O2)cc1
(16) Cc1cnc(C(=O)Nc2c(-c3ccccc3)[nH][nH]c2=O)cn1

Screen / compound no. | 9 | 10 | 11 | 12 | 13 | 14 | 15 | 16
Pf growth 96h | . | . | . | . | . | . | . | .
Pf growth 48h | . | . | . | . | . | . | . | .
TbPYK inhibitor | . | . | . | . | . | . | . | .
AMA1-RON2 inh | 6% | 0% | -3% | -11% | 4% | 17% | -5% | 71%[activator]

(17) CCCc1c(Cc2cccc(F)c2)ncn1Cc1cccc(-c2ccccc2)c1
(18) CC(=O)C[C@@H]1SC[C@H](c2ccccc2)N1S(=O)(=O)c1ccc(C)cc1
(19) O=C(NC1CCCC1)C(C1CC1)n1c(-c2ccncc2)nc2ccccc21 (stereo not given)
(20) O=C(NCc1ccccc1)C(c1ccccc1)n1c(=O)c(-c2cc3ccccc3[nH]2)nc2ccccc21 (stereo not given)
(21) COC(=O)C1=CN(c2ccc3c(c2)OCO3)C(N)=C(C#N)C1c1cccc(F)c1 (stereo not given)
(22) CCCCCCCCN1C(=O)[C@H](CC(=O)NCC23CC4CC(CC(C4)C2)C3)C[C@@]2(C(=O)OCC)CCC=C12
(23) COC(=O)C[C@H]1N(S(=O)(=O)c2ccc(C)cc2)C(C(C)C)CC1(C(=O)OC)C(=O)OC (stereo not given in full)
(24) CCCCNC(=O)C1C(c2ccccc2)=Nc2ccccc2N1C(=O)c1ccc2c(c1)OCO2 (stereo not given)

Screen / compound no. | 17 | 18 | 19 | 20 | 21 | 22 | 23 | 24
Pf growth 96h | . | . | . | . | . | . | . | .
Pf growth 48h | . | . | . | . | . | . | . | .
TbPYK inhibitor | . | . | . | . | . | . | . | .
AMA1-RON2 inh | 15% | -1% | -12% | 56%[activator] | 1% | 2% | -7% | -5%

(25) COc1ccc(C(C(=O)Nc2c(C)cccc2C)N2CCN(c3ccc(C)cc3)CC2)cc1 (stereo not given)
(26) COC(=O)[C@@]12C[C@@H](CC(=O)NCCCN3CCCC3=O)C(=O)N(Cc3ccc4c(c3)OCO4)C1=CCC(C)(C)C2
(27) Cc1cc(C)c2cc(C#N)c(NCCNC(=O)c3cccnc3)nc2c1
(28) C=CCn1c(C(C)n2c(-c3cnccn3)nc3ccccc32)nc2ccccc21 (stereo not given)
(29) COCCCNC(=O)c1cc(Cc2ccccc2)sc1N
(30) COC(=O)[C@@]12C[C@@H](CC(=O)N3CCCC3)C(=O)N(Cc3cccc4ccccc34)C1=CCC(C)(C)C2
(31) COc1ccc(CN2C(=O)CSCC2(C)C(=O)NCc2ccccc2)cc1OC (stereo not given)
(32) O=C1NC(=O)C(=Cc2ccc(Cl)cc2)C(=O)N1

Screen / compound no. | 25 | 26 | 27 | 28 | 29 | 30 | 31 | 32
Pf growth 96h | . | . | . | . | . | . | . | .
Pf growth 48h | . | . | . | . | . | . | . | .
TbPYK inhibitor | . | . | . | . | . | . | . | .
AMA1-RON2 inh | -13% | -6% | -5% | -3% | 41%[activator] | -11% | 2% | -4%

(33) COC(=O)[C@@]12C[C@@H](CC(=O)NCCc3ccccc3OC)C(=O)N(Cc3cccc4ccccc34)C1=CCC(C)(C)C2
(34) CC(C)c1cc(Cn2c3ccccc3c(=O)n2C(C)Cn2cc(C3=CCCCC3)nn2)on1 (stereo not given)
(35) COc1ccc(NC(=O)C(C2CC2)n2c(=O)c(-c3ccco3)nc3ccccc32)cc1 (stereo not given)
(36) COc1ccc(NC(=O)C(c2ccccc2)n2c(=O)c(-c3cc4ccccc4[nH]3)nc3ccccc32)cc1 (stereo not given)
(37) CC(C)NC(=O)C1(C)CSCC(=O)N1C1CC1 (stereo not given)
(38) Cc1cccc(C)c1NC(=O)C(C)n1c(-c2ccc(=O)[nH]c2)nc2ccccc21 (stereo not given)
(39) CC1(C(=O)Nc2ccc3c(c2)OCCO3)CSCC(=O)N1CCCN1CCOCC1 (stereo not given)
(40) Fc1cccc(CNc2ncnc3ccc(-c4ccoc4)cc23)c1

Screen / compound no. | 33 | 34 | 35 | 36 | 37 | 38 | 39 | 40
Pf growth 96h | . | . | . | . | . | . | . | ?
Pf growth 48h | . | . | . | . | . | . | . | ?
TbPYK inhibitor | . | . | . | . | . | . | . | .
AMA1-RON2 inh | -9% | -2% | -9% | 28% | 4% | -2% | -8% | .

(41) Oc1ccc(CNc2cccc(C(F)(F)F)c2)c2cccnc12
(42) Cc1cc2c(s1)c1c(C)nn(Cc3ccccc3F)c(=O)c1n2C
(43) Oc1cc(NCc2ccccc2)cc2cccnc12
(44) Cc1cc2c(s1)c(C#N)c(C(=O)NCc1ccccc1F)n2C
(45) CNc1ncnc2ccc(-c3c(C)noc3C)cc12
(46) C=CCn1cnnc1SCC(=O)Nc1cccnc1Cl
(47) COc1ccc(NC(=O)c2nc[nH]c2C(=O)NCCCCCNC(=O)OC(C)(C)C)cc1
(48) O=C(O)c1ccnc2c(O)cccc12

Screen / compound no. | 41 | 42 | 43 | 44 | 45 | 46 | 47 | 48
Pf growth 96h | ? | 8% | 2.6µM* | -2% | -17% | 63%[activator] | 31%[activator] | ?
Pf growth 48h | 10µM* | ? | 1.9µM* | -5% | -2% | -5% | 3% | ?
TbPYK inhibitor | . | . | . | . | . | . | . | .
AMA1-RON2 inh | . | . | . | . | . | . | . | .

(49) COc1cccc(Cn2ncc3c4sc(Br)cc4n(C)c3c2=O)c1
(50) Cc1csc(CNc2ncnc3ccc(-c4ccco4)cc23)c1
(51) COC(=O)c1cc2c(s1)c1cnn(Cc3ccccc3F)c(=O)c1n2C
(52) COc1ccc2c(c1)[C@H]1[C@H](CO2)[C@H](c2ccccc2)[C@]2(C)C(=O)N[C@@H](C)C(=O)N12
(53) CC(C)COC(=O)COc1cc(Cl)c(Cl)cc1Cl
(54) NC(=O)C1CCN(c2nc(-c3ccc([N+](=O)[O-])cc3)cs2)CC1
(55) COc1cccc(Cn2ncc3c4sc(B(O)O)cc4n(C)c3c2=O)c1
(56) CC(C)(C)[C@H](NC(=O)c1ccc(N)c(Cl)c1)C(=O)N1CCC[C@H]1C(=O)N[C@H](C#N)Cc1nn[nH]n1

Screen / compound no. | 49 | 50 | 51 | 52 | 53 | 54 | 55 | 56
Pf growth 96h | 14% | 7% | ? | ? | 36%[activator] | ? | ? | ?
Pf growth 48h | ? | ? | 5% | -5% | 42%[activator] | ? | ? | ?
TbPYK inhibitor | . | . | . | . | . | . | . | .
AMA1-RON2 inh | . | . | . | . | . | . | . | .

(57) O=C1NC(Cc2ccccc2)c2nc3ccccc3c(=O)n2-c2ccc(Cl)cc21 (stereo not given)
(58) CC(=O)Nc1cc2c(s1)c1cnn(Cc3ccccc3F)c(=O)c1n2C
(59) CC(c1ccccc1)n1ccnc1CO (stereo not given)
(60) COc1ccc(-c2nc3c(Cl)cc(C(F)(F)F)cn3c2Cc2cccc(Cl)c2)cc1OC
(61) O=C(Cc1cccc(F)c1)N1CCOCC1
(62) CC(C)n1nnnc1C1c2ccccc2C(=O)N1CCc1ccc(O)cc1 (stereo not given)
(63) CC1(C(=O)Nc2cccc(OC(F)(F)F)c2)Cc2c(-c3ccc(C(N)=O)cc3)ccnc2O1 (stereo not given)
(64) O=S(=O)(Nc1cccc(F)c1)c1ccc(S(=O)(=O)N2CCOCC2)cc1

Screen / compound no. | 57 | 58 | 59 | 60 | 61 | 62 | 63 | 64
Pf growth 96h | 49%[activator] | 2% | . | . | . | . | . | .
Pf growth 48h | -8% | 7% | . | . | . | . | . | .
TbPYK inhibitor | . | . | 0% | 5% | -1% | 0% | -4% | -4%
AMA1-RON2 inh | . | . | -2% | 11% | 3% | 4% | 4% | -4%

(65) Cc1cc(-c2nn3c(C)nnc3s2)ccc1NC(=O)C(C)(C)C
(66) O=C1C(Cl)=C(Oc2ccccc2)C(=O)c2ccccc21
(67) COc1ccc(NC(=O)N2Cc3ccccc3-n3nncc3C2)cc1
(68) O=c1cc(CN2CCCC2)c2c(ccc3ccccc32)o1
(69) CC(C)C[C@@H](CN1CCC[C@@H]1CN1C(=S)NC[C@@H]1Cc1ccc(O)cc1)N1C[C@H](Cc2ccccc2)N(CCc2ccccc2)C1=S
(70) O=[N+]([O-])c1ccccc1CN1CCN(S(=O)(=O)c2ccccc2)CC1
(71) CCCn1c(N)c(N2CCCCC2)c(=O)n(CC(=O)Nc2ccccc2C(F)(F)F)c1=O

Screen / compound no. | 65 | 66 | 67 | 68 | 69 | 70 | 71
Pf growth 96h | . | . | . | . | . | . | .
Pf growth 48h | . | . | . | . | . | . | .
TbPYK inhibitor | -4% | ? | -4% | -1% | 6% | 16% | -10%
AMA1-RON2 inh | -6% | ? | 12% | 0% | 21% | -10% | 9%

Entries from the list above that contain a Cl atom:
(10) CN(Cc1ccc(Cl)c(Cl)c1)C(C(=O)NCc1ccccc1)c1ccc(C(F)(F)F)cc1 (stereo not given)
(32) O=C1NC(=O)C(=Cc2ccc(Cl)cc2)C(=O)N1
(46) C=CCn1cnnc1SCC(=O)Nc1cccnc1Cl
(53) CC(C)COC(=O)COc1cc(Cl)c(Cl)cc1Cl
(56) CC(C)(C)[C@H](NC(=O)c1ccc(N)c(Cl)c1)C(=O)N1CCC[C@H]1C(=O)N[C@H](C#N)Cc1nn[nH]n1
(57) O=C1NC(Cc2ccccc2)c2nc3ccccc3c(=O)n2-c2ccc(Cl)cc21 (stereo not given)
(60) COc1ccc(-c2nc3c(Cl)cc(C(F)(F)F)cn3c2Cc2cccc(Cl)c2)cc1OC
(66) O=C1C(Cl)=C(Oc2ccccc2)C(=O)c2ccccc21

Screen / compound no. | 10 | 32 | 46 | 53 | 56 | 57 | 60 | 66
Pf growth 96h | . | . | 63%[activator] | 36%[activator] | ? | 49%[activator] | . | .
Pf growth 48h | . | . | -5% | 42%[activator] | ? | -8% | . | .
TbPYK inhibitor | . | . | . | . | . | . | 5% | ?
AMA1-RON2 inh | 0% | -4% | . | . | . | . | 11% | ?
